Screens: PubChem, The Scripps Research Institute Molecular Screening Center
FBW7 activator – human FBW7 E3 ligase activation, primary screen; Q969H0; AlphaScreen FBW7–phospho-cyclin E peptide binding, activator screen; normalized activity (activation), % at 26.1 µM; 650,000 tested, 0.13% active; AID 1259310; in the data active = normalized activity above about 1.9%;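 note: purified mutant Fbw7 with reduced substrate affinity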
Target sequence (Q969H0 whole entry, looked up): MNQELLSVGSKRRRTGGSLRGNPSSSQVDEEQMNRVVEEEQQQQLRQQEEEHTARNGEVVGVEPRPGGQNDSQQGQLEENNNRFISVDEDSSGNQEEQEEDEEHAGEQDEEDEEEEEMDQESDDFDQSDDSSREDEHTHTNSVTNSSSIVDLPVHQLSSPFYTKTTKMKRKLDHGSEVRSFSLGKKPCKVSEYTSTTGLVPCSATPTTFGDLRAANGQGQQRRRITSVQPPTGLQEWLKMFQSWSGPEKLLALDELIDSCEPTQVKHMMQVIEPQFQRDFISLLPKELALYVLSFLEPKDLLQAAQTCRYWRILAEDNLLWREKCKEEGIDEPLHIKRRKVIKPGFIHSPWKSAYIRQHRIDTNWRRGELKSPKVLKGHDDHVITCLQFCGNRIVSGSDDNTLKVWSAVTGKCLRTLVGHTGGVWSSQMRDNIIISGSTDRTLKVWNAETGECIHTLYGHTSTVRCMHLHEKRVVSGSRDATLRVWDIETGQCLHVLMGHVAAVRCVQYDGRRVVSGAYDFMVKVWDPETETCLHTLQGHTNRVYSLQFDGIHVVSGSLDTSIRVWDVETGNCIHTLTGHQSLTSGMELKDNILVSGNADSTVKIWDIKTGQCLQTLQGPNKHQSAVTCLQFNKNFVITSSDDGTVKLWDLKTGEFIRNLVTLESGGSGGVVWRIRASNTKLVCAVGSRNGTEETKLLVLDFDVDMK
MITF primary – human MITF inhibition, primary screen | O75030 | AlphaScreen MITF homodimerization, bead proximity signal | inhibition, % at 2.6 µM | 650,000 tested, 0.91% active; in the data active = inhibition above about 50%;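 note: 0% = vehicle wells with protein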
TEAD-YAP inh – TEAD-YAP interaction inhibition. HEK-TIYL cells, TEAD-Gal4/YAP UAS-luciferase luminescence. inhibition, % at 9.12 µM. 640,000 tested, 1.4% active; in the data active = inhibition above about 32%;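 note: 0% = median of test compound wells and 100% = reference inhibitor wells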
GPR151 activ – human GPR151 activation; activation, % at 11.2 µM; 650,000 tested, 1% active; AID 1508602; PathHunter beta-arrestin GPR151 cells, luminescence; in the data active = activation above about 4.9%;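 note: 0% = median of compound wells and 100% = cells with positive control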
* hit, by the source's call; nt = not tested or not shown.

SMILES	FBW7 activator	MITF primary	TEAD-YAP inh	GPR151 activ
O=C(NCc1ccccc1)C1CCC(Cn2c(=S)[nH]c3ccccc3c2=O)CC1 (configuration not stated)	0.0	-5.5	5.9	1.1
Cc1ccc(CN2CCN(C(=O)c3ccccc3)CC2)cc1	-0.1	46.9	-1.9	-0.1
C=CCN(CC=C)S(=O)(=O)c1ccc(C(=O)N2CC(C)CC(C)C2)cc1 (configuration not stated)	-0.2	0.6	13.1	-1.5
CC1CCCN(c2ccc(C(=O)NC3CCCC3)cc2[N+](=O)[O-])C1 (configuration not stated)	-0.3	12.0	-20.0	0.2
Cc1ccc(S(=O)(=O)C2(C(=O)NCCc3ccccc3)CC2)cc1	0.7	8.9	6.2	-0.9
C[C@H](c1ccccc1)N1C(=O)[C@H]2[C@@H]3C(=CC[C@H]2C1=O)C(=O)[C@H]1O[C@H]1[C@H]3O	0.1	5.6	nt	0.1
CC(C)N(CCNc1cc(Oc2ccccc2)ncn1)C(C)C	0.5	8.9	20.3	0.9
Cc1oc(-c2ccccc2)nc1C(=O)OCc1nc2ccccc2s1	0.0	-5.5	-11.0	-3.4
O=C(Nc1nccs1)c1ccc2c(c1)C(=O)N(Cc1ccco1)C2=O	0.0	6.0	-2.9	-1.3
CC(=O)Nc1ccc(Nc2nc(N3CCN(Cc4ccc5c(c4)OCO5)CC3)nc3c2ncn3C2CCCCC2)cc1	-0.1	-9.3	-2.6	4.2
O=C(c1ccc(Br)c([N+](=O)[O-])c1)N(c1ccccn1)c1ccccn1	-0.3	-10.7	2.6	-0.5
O=C(O)CC1(CC(=O)N2CCc3ccccc3C2)CCCC1	0.1	2.0	24.1	1.4
Nc1c(C(=O)NCc2ccccc2)sc2nc3c(c(-c4ccccc4Cl)c12)CCC3	0.3	8.5	-7.5	-0.3
Cn1c(SCC(=O)c2ccc3c(c2)OCO3)nnc1-c1cccs1	0.0	4.6	-1.6	2.1
O=S(=O)(c1ccccc1)c1nnn2c1nc(NCC1CCCO1)c1sccc12 (configuration not stated)	-0.1	1.6	4.1	0.3
COc1nc(Nc2ccc(Oc3ccccc3)cc2)nc(-c2csc3ccccc23)n1	0.0	-6.2	-0.1	0.0
O=c1c2cccnc2n(Cc2ccccc2F)c(=O)n1Cc1ccc(F)cc1	0.0	4.0	-16.5	1.6
Cc1ccc(NC(=O)Nc2ccc(Cl)cc2)cc1	-0.1	8.1	-56.9	2.8
Cc1ccc(C)c(NC2=C(N3CCOCC3)C(=O)c3ccccc3C2=O)c1	-0.1	-1.0	7.9	0.6
CCCOc1ccc2oc(=O)c3c(c2c1)CCCN3C(=O)CN1CCc2ccccc2C1	-0.1	8.3	8.5	0.2
Cc1ccccc1NC(C)C(=O)N/N=C/c1cc(Cl)cc([N+](=O)[O-])c1O (configuration not stated)	-0.2	24.1	23.7	1.6
O=C(NCCOCc1ccc(Cl)cc1)c1cc(-n2cnnc2)ccc1Cl	0.0	0.9	0.6	-1.2
Cc1nc2cc(C(=O)NCc3ccc4c(c3)OCO4)ccc2n1-c1ccc(Br)cc1	0.1	-18.0	3.4	-1.3
CCn1c(=NC(=O)c2ccc(S(=O)(=O)N(C)C)cc2)sc2ccccc21	0.2	-1.5	-26.6	1.4

3 entries already listed, sorted by heavy-atom count, smallest number first.
SMILES	FBW7 activator	MITF primary	TEAD-YAP inh	GPR151 activ
CCn1c(=NC(=O)c2ccc(S(=O)(=O)N(C)C)cc2)sc2ccccc21	0.2	-1.5	-26.6	1.4
Cc1ccc(C)c(NC2=C(N3CCOCC3)C(=O)c3ccccc3C2=O)c1	-0.1	-1.0	7.9	0.6
CCCOc1ccc2oc(=O)c3c(c2c1)CCCN3C(=O)CN1CCc2ccccc2C1	-0.1	8.3	8.5	0.2

Other results.
SMILES	FBW7 activator	MITF primary	TEAD-YAP inh	GPR151 activ
COc1cc2c(cc1OC)C(C(=O)O)C(c1cccc(Oc3ccccc3)c1)N(C)C2=O (configuration not stated)	0.1	21.0	-3.6	0.5
CC[C@H](Cn1ncc2ccccc2c1=O)NC(=O)C1CCCC1	0.0	-7.0	2.6	1.2
O=C(NC1CCCCCC1)c1cc(S(=O)(=O)N2CCCC2)c[nH]1	0.1	7.9	-3.6	-0.7
Cc1ccc(S(=O)(=O)N(C)CC(=O)Nc2cccc(C#N)c2)cc1	0.0	11.7	-1.4	0.8
CCc1nnc(N2C(=O)c3cccc4cccc(c34)C2=O)s1	0.0	7.0	-7.0	0.3
CCOCCOC(=O)c1[nH]c2c(c1C)C(=O)CC(c1cc(OC)c(OC)c(OC)c1)C2 (configuration not stated)	-0.3	-3.4	42.2*	1.9
COc1ccc(NC(=O)C2CC23CCN(C(=O)CSc2ccncc2)CC3)cc1Cl (configuration not stated)	-0.1	-1.6	3.5	-0.1
CCOC(=O)C1CCCN(S(=O)(=O)CCCOc2ccc(F)cc2)C1 (configuration not stated)	1.0	14.3	-3.2	0.7
O=C1C(=O)N(CCN2CCOCC2)C(c2cccs2)/C1=C(/O)c1ccc(S(=O)(=O)N2CCOCC2)cc1 (configuration not stated)	-0.1	-6.8	1.0	0.3
Cc1ccc(NC(=O)CN2CCN(CCN=CC3=C(O)CC(c4ccccc4)CC3=O)CC2)cc1 (configuration not stated)	-0.2	0.4	-13.7	0.7
COc1ccc(CCNC(=O)c2c(Cl)ccc(Cl)c2OC)cc1OC	-0.1	6.0	2.4	1.0
O=c1ncc(F)c[nH]1	0.0	-17.7	-8.8	-3.2
CCn1c(SCC(=O)NC2CCCCC2)nc2c(c1=O)SCC2	0.0	-8.3	0.0	-0.5
O=C(c1ccccc1)c1ccc2nc(N3CCN(c4ccccn4)CC3)c3nncn3c2c1	-0.1	8.3	5.3	-1.3
COC(=O)C1=C(C)NC(C)=C(C(=O)OC)C1c1cn(-c2ccccc2)nc1-c1ccc(S(=O)(=O)N2CCOCC2)cc1	0.2	7.4	-3.1	0.8
NNC(=O)COc1ccc(-c2ccccc2)cc1	-0.1	-12.0	-3.2	-1.6
Cc1ccc(OCCON2C(=O)CCC2=O)c(I)c1	0.0	1.3	-51.1	-0.2
CC(=O)N1CCN(Cc2ccc3c(c2)CN(C(=O)C2=NN(C)C(=O)CC2)CCO3)CC1	-0.1	-5.1	-2.1	0.6
CCc1ccc(NC(=O)CCN2C(=O)c3ccccc3S2(=O)=O)cc1	0.0	18.9	5.9	-0.3
Fc1ccc(-c2nc3cnccn3c2NCC2CCCO2)cc1 (configuration not stated)	0.1	-5.1	-3.8	0.5
CCc1ccc(-c2ccc(C#N)cc2)nc1	0.5	2.8	-53.3	-1.6
CCOC(=O)c1sc(NC(=O)CC)c(C(=O)OCC)c1C	-0.2	1.5	11.6	-1.3
CCC(=O)N1CCc2cc(Br)cc(S(=O)(=O)N3CCOCC3)c21	0.1	-2.4	1.6	0.1
CCCc1oc2cc(OCC(=O)OC)c(CC)cc2c(=O)c1-c1ccc2c(c1)OCCCO2	-0.1	13.9	4.9	2.1

Compound profiles, as listed above.
Cc1oc(-c2ccccc2)nc1C(=O)OCc1nc2ccccc2s1 is entered as FBW7 activator = 0.0; MITF primary = -5.5; TEAD-YAP inh = -11.0; GPR151 activ = -3.4
COc1ccc(CCNC(=O)c2c(Cl)ccc(Cl)c2OC)cc1OC is entered as FBW7 activator = -0.1; MITF primary = 6.0; TEAD-YAP inh = 2.4; GPR151 activ = 1.0
O=S(=O)(c1ccccc1)c1nnn2c1nc(NCC1CCCO1)c1sccc12 (configuration not stated) is entered as FBW7 activator = -0.1; MITF primary = 1.6; TEAD-YAP inh = 4.1; GPR151 activ = 0.3

(further entries)
SMILES	FBW7 activator	MITF primary	TEAD-YAP inh	GPR151 activ
Cc1nc2c(c(C)nn2C)c(C)c1CCC(=O)NCCCOC(C)C	0.1	0.5	-0.2	1.5
COCCCNC(=O)c1ccc(OCC(=O)C2CC2)cc1	-0.2	-0.9	8.2	2.3
Cc1cc(C(F)(F)F)nc(N2CCOCC2)n1	0.6	-7.2	3.0	-1.2
CCC(Nc1ccc(Br)cc1)C(=O)N/N=C/c1ccc(O)cc1O (configuration not stated)	-0.2	17.8	76.2*	0.0
C#CC(C)(C)OC(=O)C1C2C=CC(C2)C1C(=O)OCC(=C)Cl (configuration not stated)	0.1	-8.0	-3.9	0.0
CCOC(=O)c1c(NC(=O)COC(=O)CCC2NC(=O)NC2=O)sc2c1CCCC2 (configuration not stated)	0.3	8.9	-3.7	0.8
CC(=O)c1ccc(NC(=O)c2ccc3c(c2)C(=O)N(c2ccccn2)C3=O)cc1	0.0	5.1	-8.8	0.0
CCN(CC)C(=O)CN1CCN(c2ccccc2F)CC1	-0.1	-0.5	-1.5	0.6
CC(C)(C)NC(=S)Nc1ccccc1	0.1	3.5	-10.7	-0.1
CCOC(=O)c1cn(C)c(=O)c2ccccc12	0.1	-20.6	-15.0	-1.0
CC1=CC2=NC(=O)/C(=C\c3ccco3)C(=N)N2O1	0.1	12.4	2.8	-1.0
CCn1c(COc2ccc3c(c2)OCO3)nnc1SCC(=O)OC	0.1	-2.0	1.4	0.0
COc1ccc(N(CC(=O)Nc2cccc(C)c2)S(C)(=O)=O)cc1	-0.1	-1.0	-14.1	-0.5
O=C(O)C1CCCN(S(=O)(=O)c2cnc[nH]2)C1 (configuration not stated)	0.1	11.2	-4.3	-0.6
CC(C)(C)C(=O)Nc1nnc(-c2ccc(F)cc2)o1	-0.3	3.3	-4.1	2.3
Cc1ccc(C)c(Cc2c(C)nc3c(C(=O)NC4CC4)cnn3c2C)c1	0.1	-8.3	-3.2	1.3
COCCCNCCCCOc1c(C)cccc1C(C)(C)C	-0.3	15.2	6.6	0.1
COc1ccc(C2Nc3ccccc3C(=O)N2c2ccc(Cl)cc2)cc1CN1CCOCC1 (configuration not stated)	-0.1	9.9	-53.4	-2.0
O=C1NC(NS(=O)(=O)c2ccc(Cl)cc2)(C(F)(F)F)C(=O)N1Cc1ccccc1 (configuration not stated)	0.1	4.0	-7.6	1.8
COc1ccc(CC2(CCC(=O)N3CCCCC3CO)CCC(=O)N2)c(F)c1 (configuration not stated)	0.1	3.2	-2.1	-0.9
C=CCN1C(=O)N(c2cccc(F)c2)C(=O)C1CC(=O)Nc1ccc(OCCC)cc1 (configuration not stated)	0.1	20.9	-0.1	-0.1
CCOC(=O)C1=C(C)NC2=C(C(=O)C(C(=O)OC)C(C)C2)C1c1ccc(Br)cc1 (configuration not stated)	0.5	-0.6	7.8	-0.7
Cc1oc2cc3c(C(=O)N4CCCCC4)c(C)oc3cc2c1C(=O)N1CCCCC1	-0.1	1.9	-39.4	-1.9
CCSc1nnc2c(n1)OC(c1cccs1)Nc1ccccc1-2 (configuration not stated)	0.0	-0.8	-22.1	0.5
CCOC(=O)c1sc2nc(SCc3cc(F)cc4c3OCOC4)n(Cc3ccc(F)cc3)c(=O)c2c1C	0.7	-3.4	-7.4	-0.4
CCOc1cc(/C=C2/NC(=O)NC2=O)cc(Cl)c1OCc1cccc(C(=O)O)c1	-0.1	20.2	0.3	-1.6
COc1cc(Br)cc2cc(C(=O)NCCCN(C)C)c(=O)oc12	-0.1	14.0	5.3	-1.0
COc1ccccc1NC(=O)C1CCCN(C(=O)Nc2ccc(F)cc2)C1 (configuration not stated)	0.0	-1.2	-3.7	0.8
Nc1c(C(=O)Nc2ccc(Br)cc2)nnn1Cc1cccc(Cl)c1	0.2	16.6	6.1	0.2
CC(C)NC(=O)Cn1c(SCC(=O)N2CCc3ccccc32)nc2ccccc21	-0.2	-12.8	2.2	-0.2
CCOC(=O)CSc1nnc(Cc2ccc(OCC)cc2)n1C	0.1	10.1	11.4	0.1
C[C@@H](NC(=O)CN(c1cc(C(F)(F)F)ccc1Cl)S(C)(=O)=O)c1ccccc1	0.0	14.4	3.0	-0.3
CC(=O)c1ccc(F)c(-c2cc(C)cc3c2OC(CNC(=O)c2n[nH]c(=O)[nH]2)C3)c1 (configuration not stated)	-0.1	3.4	5.0	0.1
COc1cc(C2C(C(=O)OC3CCCCC3)=C(C)NC3=C2C(=O)CC(c2ccccc2)C3)cc(Br)c1O (configuration not stated)	0.1	2.0	2.5	0.1
CCOC(=O)c1c(-n2cccc2)c2ccccc2n1CC(C)=O	0.2	9.0	6.9	0.1
O=S(=O)(c1ccccc1)N1CCN(c2nnnn2-c2ccccc2)CC1	-0.1	-12.8	-1.3	-2.6
CC(C)(C)N(Cc1ccccc1)C(=O)COc1ccccc1	-0.1	-4.8	-5.5	0.1
COc1cc2c(C)nc3c(c(C)nn3Cc3ccccc3)c2cc1OC	0.3	16.5	3.4	-1.2
COc1ccccc1/C=C/C1=NC(=C\c2ccc3c(c2)OCO3)/C(=O)O1	-0.1	3.9	-8.5	0.4
COC(=O)c1cc(S(=O)(=O)N2CCN(c3ccccc3)CC2)c[nH]1	-0.1	3.8	3.8	0.5
Cc1oc2cc(OCC(N)=O)ccc2c(=O)c1Oc1ccccc1F	-0.1	2.3	-3.6	0.4
Cc1ccc(N2CC(C(=O)Nc3cccc4ccccc34)CC2=O)cc1 (configuration not stated)	0.0	6.7	4.8	0.1
COc1ccccc1C(=O)ON1C(=O)c2ccccc2C1=O	0.2	16.7	-22.9	-0.3
NNC(=O)c1sc2cccc(Cl)c2c1Cl	-0.1	1.3	8.7	-0.2
CC(C(=O)Nc1cc(F)ccc1F)N1Cc2ccccc2C1=O (configuration not stated)	0.6	7.9	6.6	0.0
CC1(C)CC(C(CC#N)Cc2ccccc2)CCO1 (configuration not stated)	-0.2	3.6	3.5	1.4
CC(=O)c1ccc(NC2OC(O)C(O)C(O)C2O)cc1 (configuration not stated)	0.3	-4.0	-0.8	1.4
